# Screens as filed in PubChem BioAssay.
# MITF primary = human MITF inhibition, primary screen; AlphaScreen MITF homodimerization, bead proximity signal; inhibition, % at 2.6 µM; actives 0.91% (n = 650,000); AID 1259374; in the data active = inhibition above about 50%;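 also: 0% = vehicle wells with protein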
# Target sequence (O75030 whole entry, looked up): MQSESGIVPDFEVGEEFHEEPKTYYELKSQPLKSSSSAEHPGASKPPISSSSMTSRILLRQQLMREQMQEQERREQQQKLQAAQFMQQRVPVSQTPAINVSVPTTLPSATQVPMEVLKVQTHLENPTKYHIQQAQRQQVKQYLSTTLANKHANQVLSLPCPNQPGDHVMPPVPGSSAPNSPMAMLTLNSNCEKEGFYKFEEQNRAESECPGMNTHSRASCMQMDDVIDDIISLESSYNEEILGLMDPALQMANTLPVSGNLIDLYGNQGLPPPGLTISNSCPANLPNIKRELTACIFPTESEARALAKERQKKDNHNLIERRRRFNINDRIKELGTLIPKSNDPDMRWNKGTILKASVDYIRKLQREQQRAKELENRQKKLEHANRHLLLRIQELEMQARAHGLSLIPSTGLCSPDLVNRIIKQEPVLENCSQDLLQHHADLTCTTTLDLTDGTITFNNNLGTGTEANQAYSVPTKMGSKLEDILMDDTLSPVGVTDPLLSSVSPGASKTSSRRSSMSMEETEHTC
# TEAD-YAP inh = TEAD-YAP interaction inhibition. HEK-TIYL cells, TEAD-Gal4/YAP UAS-luciferase luminescence. inhibition, % at 9.12 µM. actives 1.4% (n = 640,000). AID 1259422; in the data active = inhibition above about 32%;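 also: 0% = median of test compound wells and 100% = reference inhibitor wells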
# GPR151 ag = human GPR151 activation; Q8TDV0; PathHunter beta-arrestin GPR151 cells, luminescence; activation, % at 11.2 µM; actives 1% (n = 650,000); AID 1508602; in the data active = activation above about 4.9%;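 also: 0% = median of compound wells and 100% = cells with positive control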
# Target sequence (Q8TDV0 whole entry, looked up): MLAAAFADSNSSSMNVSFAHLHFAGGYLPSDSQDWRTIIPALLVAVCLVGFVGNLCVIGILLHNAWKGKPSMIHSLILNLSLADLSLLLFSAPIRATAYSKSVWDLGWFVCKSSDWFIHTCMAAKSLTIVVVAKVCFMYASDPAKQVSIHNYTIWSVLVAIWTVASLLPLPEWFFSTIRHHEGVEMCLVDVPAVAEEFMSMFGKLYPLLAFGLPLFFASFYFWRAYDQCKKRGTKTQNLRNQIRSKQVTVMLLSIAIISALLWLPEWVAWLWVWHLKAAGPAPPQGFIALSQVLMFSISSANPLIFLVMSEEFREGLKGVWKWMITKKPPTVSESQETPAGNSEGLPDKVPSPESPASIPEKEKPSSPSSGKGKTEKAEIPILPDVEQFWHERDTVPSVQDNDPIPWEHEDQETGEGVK
# FBW7 act = human FBW7 E3 ligase activation, primary screen. AlphaScreen FBW7–phospho-cyclin E peptide binding, activator screen. normalized activity (activation), % at 26.1 µM. actives 0.13% (n = 650,000). Q969H0; in the data active = normalized activity above about 1.9%;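 also: purified mutant Fbw7 with reduced substrate affinity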
# The depositor's hits bear a star; & = joins results of further samples. Compounds were not picked by outcome; about 3.4% have a hit in one of these screens.
SMILES,MITF primary,TEAD-YAP inh,GPR151 ag,FBW7 act
c1ccc(C2=NN(c3ccccc3)C(c3ccc4c(c3)OCO4)N2c2ccc(N3CCOCC3)cc2)cc1 (stereo not drawn),16,7,1.5,0.3
O=C(Nc1ccc(F)c(Cl)c1)C1CCCO1 (stereo not drawn),10,3,-0.7,0.2
CCOC(=O)c1c(C)n(CCNC(C)=O)c2ccc(O)cc12,3,-3,-0.7,0.0
CC(C)CCn1c(=O)c(C2=NS(=O)(=O)c3ccccc3N2)c(O)c2ccccc21,-3,-6,-1.2,-0.1
O=C(CCc1n[nH]c(=O)[nH]c1=O)N1CCCCC1,9,-2,0.0,-0.1
Cc1cc(C)n2c(nc3ccccc32)c1C(=O)O,-9,-3,-0.1,-0.1
CCC1CCCCN1C(=O)CC1(c2ccccc2F)CC(=O)N(CCOC)C1=O (stereo not drawn),-8,6,-0.7,-0.1
CCOc1ccc2[nH]c(=O)c(CN(CCOC)C(=O)Nc3ccccc3)cc2c1,-11,15,0.6,0.1
Cc1ccc(C)c(NCC(O)Cn2c(C)c(C)c3ccccc32)c1 (stereo not drawn),36,-6,1.8,-0.4
CC(=O)C1=C(O)C(=O)N(CCCNCCO)C1c1cccnc1 (stereo not drawn),11,8,1.3,-0.2
COc1cc2ccccc2cc1C(=O)OCC(=O)C(C)(C)C,2,13,-1.0,0.1
Cc1ccc(-n2c(O)c(/C=N/c3nc(C)cc(C)n3)c3ccccc3c2=O)c(C)c1,-14,13,3.4,0.0
CCn1c2ccccc2c2nnc(SCCCn3c(=O)[nH]c4ccccc43)nc21,7,9,1.7,0.1
CC(=O)C1C(C(C)C)C(C#N)(C#N)C2C=Cc3ccccc3N12 (stereo not drawn),-3,1,1.6,-0.1
CC1=C(C(=O)OCC2CCCO2)C(c2cccc(Cl)c2Cl)C2=C(CCCC2=O)N1 (stereo not drawn),8,7,-0.9,0.2
COC(CNC(=O)c1ccc2c(c1)ncn2-c1ccc(C)cc1C)OC,-8,5,-0.3,-0.1
COc1ccc(-c2[nH]c3ccccc3c2C(C[N+](=O)[O-])c2ccc(F)cc2)cc1OC (stereo not drawn),21,-2,-0.5,0.0
O=C(Nc1ccc(F)c(F)c1)c1cccc2nccnc12,14,-8,0.2,-0.2
O=C(Cc1cc2ccccc2[nH]1)N/N=C/c1ccc(O)cc1,13,-1,0.7,0.0
O=c1c2cc(Br)ccc2[nH]c(=S)n1C1CCCCC1,14,-8,4.0,0.5
COc1ccc(NC(=O)Cn2cnc3sc(C)c(S(=O)(=O)N4CCOCC4)c3c2=O)cc1OC,8,6,0.1,0.0
N#CCn1c(CSc2n[nH]c(N)n2)nc2ccccc2c1=O,20,7,-1.1,0.2
CC(C)NS(=O)(=O)c1ccc(NC(=O)c2ccc(-c3ccccc3)cc2)cc1,15,-4,0.3,1.0
Cn1c(C(=O)NC2CCCC2)cc2c(=O)[nH]c3ccccc3c21,13,-1,0.2,0.1
Nn1c(=O)c2ccccc2n2c(SCC(=O)c3ccccc3)nnc12,16,4,0.4,0.1
SMILES,MITF primary,TEAD-YAP inh,GPR151 ag,FBW7 act
O=C(CCS(=O)(=O)c1ccc(Cl)cc1)Nc1nccs1,0,3,0.3,0.1
O=C(Nc1nnc(Cc2ccc(Cl)cc2)s1)c1ccccc1F,4,2,-1.7,0.0
C/C(CC(=O)NC(C)C)=N\NC(=O)Cc1ccc([N+](=O)[O-])cc1[N+](=O)[O-],-4,7,0.5,0.0
CC(C)=C1C2C=CC1C1C(=O)N(c3cc(C)c(C)cc3[N+](=O)[O-])C(=O)C21 (stereo not drawn),14,-6,0.1,-0.1
Cc1cc(C)c(CN2CCC3(CCC(CNC(=O)C(C)C)O3)CC2)cc1C (stereo not drawn),5,4,0.2,0.0
Nc1ncnc(N/N=C/c2ccccc2OC(F)F)c1[N+](=O)[O-],8,48*,-7.8,-0.6
Cc1noc(C)c1COc1cccc(C(=O)OCN2C(=O)c3ccccc3C2=O)c1,2,9,2.6,-0.1
Cc1ccc(/C(O)=C2\C(=O)C(=O)N(c3nncs3)C2c2cccc([N+](=O)[O-])c2)cc1 (stereo not drawn),6,-7,-0.4,0.0
O=C(Nc1ccc(F)cc1)C(Cc1ccccc1)NS(=O)(=O)c1cccs1 (stereo not drawn),9,6,0.0,0.1
Cc1ccc(N(C(=O)c2cccc(F)c2)C2C=CS(=O)(=O)C2)cc1C (stereo not drawn),-12,0,-0.1,-0.1
COc1ccc(OC)c(NC(=O)c2sc3ncn(CC(=O)N4CC(C)CC(C)C4)c(=O)c3c2C)c1 (stereo not drawn),5,7,1.2,-0.1
Cc1ccc(/C=C/C(=O)Nc2nn[nH]n2)o1,39,14,1.8,-0.2
COc1cc(-c2nnc(SCc3cn4cc(Cl)ccc4n3)o2)cc(OC)c1OC,18,-7,-1.5,-0.5
O=C(CN1C(=O)c2ccccc2C1=O)NCC1CCCO1 (stereo not drawn),9,9,-1.0,0.4
Cc1cccc(NC(=O)c2sc(NC(=O)CCl)c(C#N)c2C)c1C,-5,18,-0.1,0.0
Cc1c(Cl)cccc1N=C1NC(=O)CS1,5,-2,-0.3,0.1
Cc1c(C(=O)NCC2COc3ccccc3O2)sc2ncn(Cc3cccc(F)c3)c(=O)c12 (stereo not drawn),9,-20,0.3,0.6
O=C1OC(/C=C/c2ccc(Cl)cc2)=NC/1=C/C=C/c1ccccc1,2,-3,-0.6,-0.1
C=CCOC(=O)/C(=C\c1ccccc1)NC(=O)c1ccccc1Cl,-30,-68,-0.1,0.0
COCCCNC(=O)CN1CCN(Cc2ccccc2C)C1=O,-2,-3,-0.1,0.1
C[C@@H]1NC(=O)[C@@H]2C[C@H](NC(=O)NC3CCCCC3)CN2C1=O,2,0,0.8,0.1
O=C(OCCN1CCCC1=O)c1sc2cc(Cl)ccc2c1Cl,-6,-3,1.0,-0.1
Cc1nnn(C23CC4CC(CC(CC(=O)NCc5ccc6c(c5)OCO6)(C4)C2)C3)n1,5,6,0.7,0.0
CCOc1cc(C=O)ccc1OCC(=O)Nc1ccc(F)cc1,0,6,1.8,-0.1
O=C1N[C@@H](Cc2ccccc2)C(=O)N2CCN(S(=O)(=O)c3ccccc3F)C[C@H]12,15,6,0.7,0.2
SMILES,MITF primary,TEAD-YAP inh,GPR151 ag,FBW7 act
CC(=O)C12c3ccccc3C(c3ccccc31)C1C(=O)N(c3ccc4c(c3)OCO4)C(=O)C12 (stereo not drawn),-1,-11,-0.9,0.0
Brc1ccc(N2C(c3ccccc3)Oc3ccc4ccccc4c3C2c2ccccc2)cc1 (stereo not drawn),-2,-3,0.1,-0.1
C=CCOC(=O)C1=C(C)NC(SCC(=O)Nc2ccccc2C)=C(C#N)C1c1ccc(Cl)cc1 (stereo not drawn),-9,-1,-0.3,0.2
Cc1ccc(C(C)C)c(OCc2ccc(C(=O)NN)o2)c1,0,0,0.8,0.6
CCOC(=O)N1CCN(c2nc(-c3ccc(Cl)cc3)cs2)CC1,12,3,0.5,0.6
CC(C(=O)Nc1ncccn1)(c1ccccc1)c1ccccc1,10,-2,-1.5,0.0
CCOc1c(I)cc(/C=C2/SC(=Nc3cc(C)cc(C)c3)NC2=O)cc1OC,12,6,-1.5,0.9
Cc1ccccc1-c1nc(SCC(=O)NCCc2ccccc2)c2c(=O)n(C)c(=O)n(C)c2n1,3,-7,-0.4,-0.2
CC(C)(C)c1ccc(-c2nc3cc(NS(=O)(=O)c4ccccc4)ccc3o2)cc1,6,-12,0.6,0.1
CCOc1ccc(C2/C(=C(/O)c3ccc(Cl)cc3)C(=O)C(=O)N2CC(C)C)cc1 (stereo not drawn),8,-6,-0.4,0.4
CCOc1cc2c(cc1OCC)C(c1ccc(NC(C)=O)cc1)NCC2 (stereo not drawn),16,3,-1.9,0.2
CC1Cc2ccccc2N1CC(=O)Nc1ccc(F)c(F)c1F (stereo not drawn),11,4,1.0,0.1
O=S(=O)(c1ccc(F)c(Cl)c1)N1CCc2ccccc2C1,11,5,-0.2,0.0
CCN1CCn2c3c(c4cc(Cl)ccc42)CCCC31 (stereo not drawn),-2,-20,1.1,-0.1
OCc1nc2ccccc2n1CCOc1ccc(Cl)cc1,-11,-6,0.1,0.0
C/C(=N\Nc1nc(C)cc(C)n1)c1ccc(C)o1,-10&14,-5&-8,0.2&-0.2,-0.1&-0.6
O=C(CSC1CC(=O)N(c2ccccc2)C1=O)Nc1ccccc1Cl (stereo not drawn),-5,16,0.0,0.0
O=C(CCc1nnc(Cc2ccc(-c3ccccc3)cc2)o1)N1CCC[C@H]1CO,-11,-5,0.8,0.0
COc1ccc(N(C(=O)c2ccc(C)cc2)S(=O)(=O)c2cccc3cccnc23)cc1,-8,8,1.4,-0.1
COc1ccc2c(=O)c3c(oc2c1)C(=O)N(CCCN1CCOCC1)C3c1ccccn1 (stereo not drawn),-10,-7,1.0,-0.5
Cc1ccc(CNC(=O)c2cc(S(=O)(=O)N3CCC4(CC3)OCCO4)ccc2F)cc1,-17,9,-1.2,-0.1
CC1(C)CC(=O)C(N=Nc2ccc(-c3ccccc3)cc2)=C(O)C1,8,-7,-1.3,-0.2
CC(=O)Oc1ccc(-c2ccc(C(=O)O)cc2)cc1C,8,-5,-5.0,0.1
CC(C)CC1NC(=O)N(Cc2cc(=O)n3ccsc3n2)C1=O (stereo not drawn),10,9,-1.1,-0.1
COc1ccccc1C(=O)Nc1ccc2oc(-c3ccccc3Br)nc2c1,6,-4,-1.0,0.1
SMILES,MITF primary,TEAD-YAP inh,GPR151 ag,FBW7 act
CCn1c(C(=O)O)c(CNCCCc2ccccc2)c2ccccc21,1,1,-0.6,-0.2
CSc1ccc(/C=C2/SC(N3CCN(CCO)CC3)=NC2=O)cc1,23,4,-0.6,0.0
CC(=O)Nc1ccccc1SCC(=O)Nc1ccc(C)cc1,-4,5,-0.9,0.0
COc1ccc(-n2nc(C(=O)NCC(=O)N3CCC(C)CC3)c3ccccc3c2=O)cc1OC,5,-8,-0.6,0.1
CC(C)(C)c1ccc(Cn2c(=N)n(CC(=O)c3ccc([N+](=O)[O-])cc3)c3ccccc32)cc1,1,-4,-0.5,-0.3
C=CCNC(=O)CCc1nc(-c2ccc(C(C)(C)C)cc2)no1,5,35*,-0.7,-0.1
CCOc1ccc(/C=N/NC(=O)C(C)Nc2ccc(OC)cc2)cc1O (stereo not drawn),-3,-1,0.3,0.0
CCc1cc2c(=O)c(Oc3ccc(Cl)cc3)c(C)oc2cc1OCC(N)=O,21,2,0.1,-0.1
COc1ccc(-c2nn(CCC#N)cc2/C=C/C(=O)O)cc1OC,8,-3,-0.5,0.0
O=C(O)CCCCn1c(SCc2cc(=O)n3cc(Cl)ccc3n2)nc2ccsc2c1=O,-8,5,1.9,-0.1
O=C(NC1CC1)c1cccc(Nc2ccncn2)n1,37,-19,-1.9,0.0
O=C(c1ccc(Cn2cc(Cl)cn2)o1)N1CCCCC1c1nc2ccccc2[nH]1 (stereo not drawn),1,3,1.0,0.0
COc1ccc(Nc2nnc(-c3ccc(C)c(S(=O)(=O)N4CCCCC4)c3)c3ccccc23)cc1,2,-2,-0.5,-0.1
CC(=O)Oc1ccccc1C(=O)NCc1ccc(C)cc1,5,-1,0.2,0.0
CC(C)NC(=O)C1CCN(C2CCN(C(=O)Cc3ccc4c(c3)OCO4)CC2)CC1,2,7,1.4,-0.1
Cn1c(N)c(S(=O)(=O)N2CCCc3ccccc32)c(=O)n(C)c1=O,10,-5,0.3,-0.2
